NF-kB neuron act: compounds increasing NF-kB expression in human neuronal cells. NF-kB reporter expression; stronger effect = higher value. fold change at 12.5 µM. actives 1.6% (n = 190,000); in the data active = fold change above about 3.3
Efa HMGR inh: blocks class II HMG-CoA reductase of Enterococcus faecalis | purified E. faecalis HMGR, NADPH absorbance 340 nm kinetic | inhibition, % at 10 µM | actives 0.41% (n = 190,000) | AID 1066;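 active = inhibition above a set limit, the median over all tested compounds plus 3 SD, cut at about 9.5% in these data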;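 also: enzyme runs in reverse so mevalonate oxidation gives rising NADPH absorbance; 0% = complete reaction with DMSO and 100% = background rate lacking mevalonate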
STAT3 act: activators of IL-6 induced STAT3 signaling; U3A cells, IL-6 STAT3-luciferase reporter, luminescence; 100% = signal with IL-6 EC80 alone; activation (% of control), % at 5.6 µM; actives 0.91% (n = 190,000);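 active = activation above the screen-wide mean of compound activation plus 3 SD, cut at about 130% in these data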;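 also: 0% = background luminescence of wells with medium and substrate only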
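system = STAT3-luciferase reporter U3A cells | reagent = IL-6 stimulus at 33 ng/mL final | timing = 1 h compound pre-exposure, 6 h IL-6 stimulation, 37 °C | measured by = luminescence | evaluation = % activation versus median of IL-6-stimulated wells | control set = IL-6-only wells as 100% reference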
TLR4 MyD88 comp: inhibitors of human TLR4-MyD88 binding. O00206+Q99836. HeLa CL3-4 TLR4/MyD88 BLA complementation, FRET ratio. inhibition, % at 8.4 µM. actives 0.18% (n = 200,000); in the data active = inhibition above about 25%;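 also: 0% = vehicle and 100% = reference inhibitor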
Target sequence (O00206 whole entry, looked up): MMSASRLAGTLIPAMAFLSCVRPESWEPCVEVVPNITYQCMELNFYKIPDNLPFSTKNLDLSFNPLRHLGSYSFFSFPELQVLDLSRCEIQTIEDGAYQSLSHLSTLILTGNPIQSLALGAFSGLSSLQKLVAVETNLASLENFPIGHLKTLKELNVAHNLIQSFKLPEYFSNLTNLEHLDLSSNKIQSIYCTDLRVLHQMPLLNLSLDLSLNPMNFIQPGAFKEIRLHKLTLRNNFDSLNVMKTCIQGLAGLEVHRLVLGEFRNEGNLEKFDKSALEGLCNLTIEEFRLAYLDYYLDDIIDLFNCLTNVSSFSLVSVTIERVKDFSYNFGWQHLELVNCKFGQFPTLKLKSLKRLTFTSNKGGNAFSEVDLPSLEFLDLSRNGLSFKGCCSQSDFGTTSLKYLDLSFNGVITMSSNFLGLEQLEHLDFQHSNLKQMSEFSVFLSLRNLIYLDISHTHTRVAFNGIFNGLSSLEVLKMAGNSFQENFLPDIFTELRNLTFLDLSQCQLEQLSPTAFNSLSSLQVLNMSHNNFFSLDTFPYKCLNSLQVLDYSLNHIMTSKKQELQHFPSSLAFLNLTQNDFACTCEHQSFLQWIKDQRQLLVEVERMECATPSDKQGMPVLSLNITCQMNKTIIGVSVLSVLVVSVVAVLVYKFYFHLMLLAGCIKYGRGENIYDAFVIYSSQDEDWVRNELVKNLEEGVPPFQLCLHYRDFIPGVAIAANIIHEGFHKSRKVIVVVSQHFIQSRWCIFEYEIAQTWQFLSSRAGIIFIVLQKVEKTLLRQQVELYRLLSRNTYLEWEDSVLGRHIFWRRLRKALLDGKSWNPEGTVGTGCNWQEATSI
Target sequence (Q99836 whole entry, looked up): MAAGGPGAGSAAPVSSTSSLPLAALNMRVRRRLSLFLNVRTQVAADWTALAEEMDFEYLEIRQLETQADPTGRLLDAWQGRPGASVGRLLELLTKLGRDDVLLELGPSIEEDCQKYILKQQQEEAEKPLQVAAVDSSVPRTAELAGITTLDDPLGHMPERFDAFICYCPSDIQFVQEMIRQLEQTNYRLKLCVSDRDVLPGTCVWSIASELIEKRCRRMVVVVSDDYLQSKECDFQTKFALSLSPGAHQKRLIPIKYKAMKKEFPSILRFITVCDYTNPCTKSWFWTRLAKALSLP
DTT redox prof: compounds producing H2O2 with reducing agent – biochemical, NIH compound library profiling, artefact control for MLSCN library redox annotation, primary screen | DTT-dependent redox cycling H2O2, phenol red/HRP absorbance; 100% = 100 µM peroxide control, 0% = buffer | activation, % at 10 µM | actives 0.03% (n = 200,000);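 active = activation of at least 50% relative to the plate's high and low controls in the primary single-dose screen; inactive = activation below 50%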;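 also: compound incubated with DTT at 0.8 mM final as the reducing agent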
Hsp70 activator: Hsp70 transcriptional activation, primary screen | activation, % at 10 µM | actives 0.04% (n = 200,000) | HeLa Hsp70 promoter luciferase reporter, luminescence; scaled: vehicle 0, proteasome-inhibitor control 100%;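 active = activation above the mean across all tested compounds plus 3 SD, cutoff set per campaign, cut at about 5.5% in these data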;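 also: 100% = MG132 at 30 µM as the positive control and 0% = DMSO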
STAT1 blocker: reduces IFN-gamma driven STAT1 reporter signal; NIH 3T3 STAT1-luciferase reporter, luminescence; actives 0.35% (n = 200,000); inhibition, % at 5.5 µM; AID 920;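 active = inhibition above a set limit, the mean inhibition across all tested compounds plus 3 SD, cut at about 34% in these data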;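 also: 0% = IFN-gamma with DMSO and 100% = IFN-gamma with 300 µM nifuroxazide; values of inactives mirror those of a sister screen read the other way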
STAT3 inh: reduces IL-6 driven STAT3 reporter signal; U3A cells, IL-6 STAT3-luciferase reporter, luminescence; host cell line lacks STAT1; inhibition, % at 5.5 µM; actives 0.89% (n = 190,000); AID 862;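 active = inhibition above the mean inhibition across all screened compounds plus 3 SD, cut at about 44% in these data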;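 also: 0% = DMSO only wells and 100% = 100 µM nifuroxazide control wells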
STAT1 act: activators of IFN-gamma induced STAT1 signaling; NIH 3T3 STAT1-luciferase reporter, luminescence; 100% = IFN-gamma alone, no compound; activation (% of control), % at 5.5 µM; actives 2.6% (n = 200,000);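 active = activation above the screen-wide mean activation plus 3 SD, cut at about 130% in these data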;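 also: raw ratio to IFN-gamma control signal so 100% means no change and 0% no light; values of inactives mirror those of a sister screen read the other way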
APP 5'UTR act: APP 5'UTR luciferase reporter activation | SH-SY5Y APP 5'UTR luciferase reporter, luminescence; zero percent = DMSO vehicle wells | actives 1% (n = 190,000) | activation, % at 2 µM | AID 1276;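 active = activation above a set limit, based on mean plus 3 SD of controls, cut at about 140% in these data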; also: values of inactives mirror those of a sister screen read the other way
* = called active by the depositor; . = not tested or not shown.

SMILES | NF-kB neuron act | Efa HMGR inh | STAT3 act | TLR4 MyD88 comp | DTT redox prof | Hsp70 activator | STAT1 blocker | STAT3 inh | STAT1 act | APP 5'UTR act
Cc1ccc(Oc2ccc3c(c2)C(=O)N(c2ccc(S(=O)(=O)Nc4nccs4)cc2)C3=O)cc1 | 1.1 | 3 | 94 | -3 | -0.3 | -0.4 | 2 | 13 | 98 | -7
O=C(NC(=S)Nc1ccccc1N1CCOCC1)c1cccs1 | 1 | -1 | 100 | -3 | 0.2 | -0.4 | 5 | -3 | 96 | -14
CNC(=O)NC(=O)CSc1nnc(-c2ccc(F)cc2)n1CC1CCCO1 (configuration not stated) | 1.6 | -3 | 95 | 2 | -0.8 | -0.2 | -2 | 6 | 103 | 56
CC(C)NC(=O)/C(C#N)=C/c1cccc(NC(=O)c2ccccc2Cl)c1 | 1.4 | -8 | 106 | 4 | -0.3 | 0.2 | -2 | -7 | 102 | -6
CCOC(=O)c1cn(-c2ccccc2CO)c2c(F)c(F)c(F)cc2c1=O | 1.3 | 1 | 105 | 10 | -3.9 | -0.2 | 1 | -1 | 99 | -6
O=C(COc1ccc([N+](=O)[O-])cc1)Nc1ccncc1 | 0.88 | 1 | 91 | 7 | -0.8 | -0.1 | 4 | 14 | 95 | -7
O=C(c1cc2c(s1)-c1ccccc1S(=O)(=O)C2)N1CCN(Cc2ccccc2)CC1 | 0.76 | -2 | 88 | -7 | -2.0 | -0.4 | 8 | 22 | 93 | -5
O/N=C1/CCc2cccc3cccc1c23 | 1.1 | -1 | 109 | 2 | -0.3 | -0.1 | 9 | -7 | 92 | -7
N#Cc1ccc(OCC(O)CS(=O)(=O)c2ccccc2)cc1 (configuration not stated) | 1.1 | -12 | 99 | -19 | -0.3 | -0.2 | 0 | 11 | 98 | 3
COc1ccc(-c2nc3n(c2Br)CCC3)cc1 | 3 | 1 | 92 | -14 | 0.3 | 0.1 | -35 | 15 | 131* | 67
CC(C)[C@H](NC(=O)NCCc1ccc(F)cc1)C(=O)O | 1.1 | 4 | 100 | -7 | 1.8 | -0.4 | -2 | 6 | 102 | 0
CN(c1ccccc1)S(=O)(=O)c1cccc(NC(=O)c2cc(=O)c3ccccc3o2)c1 | 0.44 | -2 | 90 | -1 | -0.4 | -0.1 | 17 | 20 | 83 | 20
COC(=O)c1ccc(N2Cc3ccccc3/C2=N\C(=O)Nc2ccccc2)cc1 | 1.4 | 0 | 105 | 12 | 1.2 | -0.2 | -5 | -2 | 105 | 7
O=c1c(-c2nn[nH]n2)coc2ccc(Cl)cc12 | 0.87 | -5 | 90 | -5 | -1.1 | -0.1 | 1 | 20 | 98 | -1
O=C(Cc1ccccc1)NCc1n[nH]c(=S)n1-c1ccccc1 | 1.3 | -1 | 94 | 4 | 0.0 | -0.1 | -7 | 10 | 105 | 6
CCN1CCCC1CNC(=O)CSc1cc(=O)n(C)c2cc(Cl)ccc12 (configuration not stated) | 1.1 | 0 | 100 | 0 | -0.9 | -0.3 | 10 | 3 | 91 | -3
Cc1nc(NCCN)c(C#N)c2c1COC(C)(C)C2 | 0.95 | -6 | 101 | 5 | -0.6 | -0.1 | 1 | 3 | 98 | 12
C=CCNC(=S)/C(=C(/[O-])c1ccc([N+](=O)[O-])cc1)[n+]1ccccc1 | 1 | -4 | 97 | 14 | 0.3 | 0.1 | -8 | 11 | 106 | 31
CC(=O)c1ccc(Nc2nc(NCCO)nc(OC(C(F)(F)F)C(F)(F)F)n2)cc1 | 1.3 | -2 | 98 | -19 | 1.6 | 0.0 | 5 | 5 | 95 | -14
O=C(O)CCCCCN1C(=O)C(O)=C(C(=O)/C=C/c2ccccc2)C1c1ccc2c(c1)OCO2 (configuration not stated) | 1.1 | -2 | 98 | -5 | -1.3 | 0.4 | -4 | 7 | 102 | -8
O=[N+]([O-])c1ccc(N2CCN(S(=O)(=O)c3ccc4ccccc4c3)CC2)cc1NCc1ccco1 | 1.4 | -5 | 154* | 4 | 3.0 | -0.1 | -1 | -47 | 103 | -13
COc1ccc(Cc2nnc(NC(=O)c3ccco3)s2)cc1OC | 1.1 | 0 | 96 | 1 | 1.5 | -0.3 | 4 | 7 | 96 | 3
COc1ccc(C(=O)O)cc1S(=O)(=O)N(C)CCc1cccnc1 | 1.1 | -2 | 101 | 22 | 0.5 | 0.4 | 4 | 6 | 96 | 3
CCCCOC(=O)CSC(=S)N(C)Cc1cccs1 | 1.3 | 3 | 99 | -3 | 0.3 | -0.4 | -3 | 5 | 103 | 0
COc1ccc(NC(=O)C2CCCN(C)C2)cc1OCC(C)C (configuration not stated) | 1.1 | -8 | 106 | 12 | -0.2 | -0.2 | -2 | -4 | 102 | -8
COc1ccc(CSCC(=O)N/N=C/c2ccc(OCC(=O)NCc3ccco3)cc2)cc1 | 0.92 | 3 | 93 | 2 | -7.1 | -0.5 | 5 | 14 | 96 | -18
Cc1ccc(CNS(=O)(=O)c2ccc3oc(C(=O)O)c(C)c3c2)cc1 | 1.1 | -4 | 105 | 10 | 1.8 | 0.3 | -2 | -1 | 102 | 44
Clc1ncc(CN2CCN(Cc3ccccc3)CC2)s1 | 1.4 | -3 | 109 | -4 | 1.6 | 0.1 | -4 | -5 | 104 | .
O=C(Nn1nnnc1Nc1ccccc1)C12CC3CC(CC(C3)C1)C2 | 0.92 | 5 | 99 | -15 | -2.2 | -0.2 | 1 | 8 | 101 | -11
COc1cccc(C(=O)N[C@@H](CCSC)c2nc3ccccc3[nH]2)c1 | 1.1 | 0 | 93 | 3 | -0.5 | -0.5 | 4 | 10 | 95 | 1
Cc1noc(C)c1S(=O)(=O)N1CCC(C(=O)N2CCC(C)CC2)CC1 | 1.1 | 5 | 96 | -1 | -0.7 | -0.2 | -5 | 10 | 105 | 19
Cc1cc(C)cc(NC(=O)C2CCN(S(=O)(=O)c3c(C)n[nH]c3C)CC2)c1 | 0.95 | -6 | 97 | 18 | -0.3 | -0.1 | 3 | 11 | 97 | -13
COc1ccc(Br)cc1CSC(=N)N | 0.94 | -6 | 89 | 19 | -0.4 | 0.2 | 12 | 17 | 88 | 2
O=C(NC1CCCCC1)C(c1ccccc1)N1CCCC1 (configuration not stated) | 1.1 | -2 | 80 | 1 | -2.8 | -0.3 | 13 | 29 | 89 | 7
Cc1ccccc1Nc1nc2nonc2nc1N1CCOCC1 | 1.2 | -4 | 100 | -1 | -0.5 | -0.3 | -5 | -1 | 104 | -8
COc1ccc(C(=O)N2CC(=O)N(CCc3ccccc3)C(=O)C2)cc1OC | 1.3 | -10 | 144* | -11 | 2.5 | -0.2 | 0 | -46 | 100 | 6
CC1CC(=O)c2cnc(N3CCOCC3)nc2C1 (configuration not stated) | 1.2 | -1 | 107 | -5 | 0.2 | -0.2 | -3 | -8 | 103 | -4
CC1(C)C(=O)OC(c2cccc([N+](=O)[O-])c2)C2(CCCCC2)C1=O (configuration not stated) | 1.1 | 7 | 109 | -10 | -1.9 | -0.1 | -11 | -3 | 108 | 12
COc1ccc(-c2noc(CCC(=O)NCc3cc(Br)ccc3OC)n2)cc1 | 0.97 | -5 | 101 | -1 | -0.2 | -0.4 | -3 | -1 | 105 | -10
Cn1nc([N+](=O)[O-])nc1Oc1ccccc1F | . | -2 | 97 | -10 | -1.1 | 0.2 | -7 | 10 | 107 | -3
COC(=O)c1nc(-c2ccccc2)n[nH]1 | 1.4 | -5 | 102 | -8 | 0.2 | -0.4 | 0 | -1 | 97 | -7
COc1ccc(OC(C)C(=O)NCc2cccnc2)cc1 (configuration not stated) | 0.98 | -1 | 123 | 11 | 3.3 | -0.2 | -4 | -22 | 104 | 17
COc1cccc(C2NC(=O)NC(O)(C(F)(F)F)C2C(=O)c2cccnc2)c1OC (configuration not stated) | 1.5 | 19* | 89 | -16 | -1.5 | -0.2 | 6 | 17 | 93 | 7
CN(Cc1cccc(C(F)(F)F)c1)Cc1nc(-c2cnccn2)no1 | 1 | 0 | 99 | 5 | -1.1 | -0.2 | 0 | 6 | 98 | -12
CCOC(=O)N1CCN(C(=O)CCCn2nc(C)c3sc4ccccc4c3c2=O)CC1 | 1.1 | -10 | 84 | -7 | -0.9 | -0.4 | 4 | 23 | 96 | -2
O=S(=O)(Nc1ccc(S(=O)(=O)Nc2ccccc2)cc1)c1ccccc1 | 1.1 | -2 | 98 | 7 | 1.5 | -0.5 | 3 | 6 | 97 | 5
C/C(=N\NC(=O)CCCCCNC(=O)c1ccccc1)c1ccccc1O | 1.1 | -7 | 92 | 7 | -0.4 | 0.0 | 8 | 8 | 93 | -6
O=C(CSc1ccccc1)N1CCN(C(=O)c2ccco2)CC1 | 0.96 | 5 | 100 | 2 | 0.2 | 0.2 | -10 | 5 | 106 | 5
O=c1cc(O)sc2ccccc12 | 1.1 | -2 | 97 | -3 | 1.5 | -0.2 | -2 | 6 | 102 | 0
O=C(O)CSc1nnc2c(n1)[nH]c1ccccc12 | 0.99 | -2 | 124 | 1 | -0.1 | -0.1 | 4 | -23 | 97 | 31
CCN(CC)c1ccc(NC(=O)C2CCCN(S(=O)(=O)c3cccnc3)C2)c(C)c1 (configuration not stated) | 0.78 | 0 | 85 | -18 | -1.9 | -0.2 | 11 | 26 | 90 | -10
Cc1c(C(=O)C(=O)NCc2cccs2)c2ccccc2n1C | 0.9 | -1 | 84 | -4 | 0.7 | 0.3 | -6 | 23 | 104 | 0
O=C(CSc1nc2ccccc2o1)N1c2ccccc2Sc2ccc(Cl)cc21 | 0.87 | -3 | 104 | -7 | -0.5 | -0.3 | 5 | 0 | 95 | 6
CCOc1ccc2nc(NS(=O)(=O)Cc3ccccc3)sc2c1 | 2.4 | -1 | 99 | 0 | -0.2 | 0.2 | -7 | 5 | 107 | -16
CCOC(=O)Nc1ccc(C(N)=O)cc1 | 1.3 | -2 | 107 | -5 | 0.4 | 0.8 | 5 | -7 | 95 | 8
O=C(NCC1CCCO1)c1ccc(CNS(=O)(=O)c2ccc(F)c(Cl)c2)cc1 (configuration not stated) | 1.4 | -2 | 106 | -5 | -0.6 | -0.3 | 5 | -4 | 93 | 4
Cn1ncc(Cl)c1C(=O)N/N=C/c1ccccn1 | 0.86 | -1 | 88 | 9 | -0.1 | 0.0 | -8 | 21 | 107 | 2
CCOC(=O)N1CCN(C(=S)Nc2ccc(C)c(C)c2)CC1 | 1.1 | 4 | 102 | -5 | 0.0 | -0.1 | 0 | -4 | 100 | 9
CCc1c(C)n2nc(C)cc2[nH]c1=O | 1.1 | -2 | 96 | -14 | 0.0 | -0.3 | 1 | 14 | 99 | 10

Three compounds out of the list above, sorted by the number in Efa HMGR inh, lowest first:
structure	NF-kB neuron act	Efa HMGR inh	STAT3 act	TLR4 MyD88 comp	DTT redox prof	Hsp70 activator	STAT1 blocker	STAT1 act	APP 5'UTR act
O=C(O)CSc1nnc2c(n1)[nH]c1ccccc12	0.99	-2	124	1	-0.1	-0.1	4	97	31
COc1ccc(OC(C)C(=O)NCc2cccnc2)cc1 (configuration not stated)	0.98	-1	123	11	3.3	-0.2	-4	104	17
COc1cccc(C2NC(=O)NC(O)(C(F)(F)F)C2C(=O)c2cccnc2)c1OC (configuration not stated)	1.5	19*	89	-16	-1.5	-0.2	6	93	7

Rows are unselected. About 5.6% of those tested had a hit in this group.
